Screening results as filed in PubChem.
CHRM5 agonist – CHRM5 agonism in calcium assay. P08912. CHO-K1 hM5 cells, Fluo-8 calcium fluorescence; 0% DMSO wells, 100% maximal acetylcholine response. activation, % at 3 µM. hit rate 0.19% among 360,000. AID 624037;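 active = activation above the run's mean over test compounds plus 3 SD, cut at about 23% in these data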;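 also: signal is peak over basal fluorescence ratio across the kinetic read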
Target sequence (P08912 whole entry, looked up): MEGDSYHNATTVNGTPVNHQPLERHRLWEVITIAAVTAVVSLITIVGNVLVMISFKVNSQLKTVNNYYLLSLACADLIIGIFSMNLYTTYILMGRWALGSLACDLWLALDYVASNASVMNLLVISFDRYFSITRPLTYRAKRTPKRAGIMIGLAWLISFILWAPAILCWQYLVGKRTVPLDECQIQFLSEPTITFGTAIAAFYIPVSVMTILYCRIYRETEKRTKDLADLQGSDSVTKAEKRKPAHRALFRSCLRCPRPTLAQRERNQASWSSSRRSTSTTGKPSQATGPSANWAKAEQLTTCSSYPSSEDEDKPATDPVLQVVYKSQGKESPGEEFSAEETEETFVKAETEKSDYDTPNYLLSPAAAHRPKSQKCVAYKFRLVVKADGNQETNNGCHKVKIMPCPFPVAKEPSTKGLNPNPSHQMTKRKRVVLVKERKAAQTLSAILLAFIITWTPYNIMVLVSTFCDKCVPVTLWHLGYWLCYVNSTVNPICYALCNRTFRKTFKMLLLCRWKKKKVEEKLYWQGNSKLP
CHO-K1 Ca PAM – counter-screen for M1 PAMs: effect in parental CHO-K1 cells; ATP EC20, Fluo-8 calcium fluorescence; 0% at ATP EC20, 100% at ATP max; activation, % at 3 µM; hit rate 0.02% among 360,000; AID 602247;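 active = activation above the run cutoff, the mean activation of all test compounds plus 3 SD, cut at about 40% in these data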;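 also: peak over basal fluorescence ratio in a 140 s read after ATP addition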
M5 PAM – potentiates acetylcholine response at human M5 receptor; P08912; CHO-K1 hM5, Fluo-8 calcium, ACh EC20 PAM; 0% = ACh EC20, 100% = ACh EC100; activation, % at 3 µM; hit rate 0.3% among 360,000;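 active = activation above the run cutoff, the mean activation of all test compounds plus 3 SD, cut at about 18% in these data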
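Replicates: One well per compound, no replicates | System: Human M5 receptor in CHO-K1 cells | Benchmarks: Low control EC20 acetylcholine (0%), high control EC100 acetylcholine (100%) | Probe or stimulus: Acetylcholine, EC20 level | Times: Fluo-8 loading 80 min at 37 °C plus 30 min room temperature | Signal: Intracellular calcium via Fluo-8 fluorescence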
M4 PAM – CHRM4 positive allosteric modulation; CHO-K1 hM4/Gqi5, Fluo-8 calcium fluorescence, ACh EC20; 0% = ACh EC20, 100% = maximal ACh; AID 624126; hit rate 0.4% among 360,000; P08173; activation, % at 3 µM;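 active = activation above its plate's cutoff, the mean activation of sample wells plus 3 SD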; also: some results filed as inactive read as strong as hits
Target sequence (P08173 whole entry, looked up): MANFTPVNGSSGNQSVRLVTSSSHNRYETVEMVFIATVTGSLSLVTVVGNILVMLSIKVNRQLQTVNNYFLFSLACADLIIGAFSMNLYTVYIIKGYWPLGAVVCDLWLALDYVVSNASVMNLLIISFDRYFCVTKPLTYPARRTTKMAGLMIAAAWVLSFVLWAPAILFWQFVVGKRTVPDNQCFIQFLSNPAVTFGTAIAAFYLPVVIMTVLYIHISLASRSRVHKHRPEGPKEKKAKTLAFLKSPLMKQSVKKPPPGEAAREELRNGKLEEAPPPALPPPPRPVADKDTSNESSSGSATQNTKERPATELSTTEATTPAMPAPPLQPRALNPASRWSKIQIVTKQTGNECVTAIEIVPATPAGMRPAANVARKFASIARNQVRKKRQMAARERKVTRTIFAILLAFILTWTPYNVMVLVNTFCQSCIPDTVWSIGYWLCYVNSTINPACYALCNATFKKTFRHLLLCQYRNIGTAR
CRFBP-R2 agonist – CRF-BP/CRF-R2 complex agonism. HEK293 CRF-R2/CRF-BP, calcium dye fluorescence (FLIPR); percent of saturating CRF peptide response. activation, % at 13.2 µM. AID 588473. hit rate 0.46% among 350,000;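 active = activation of at least 50%, plus an integration ratio under a set limit after plate pattern correction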;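 also: plate controls were neutral control wells without compound for no effect and CRF at EC100 for full effect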
TAAR1 antagonist – human TAAR1 antagonism. Q96RJ0. CHO RD-HGA16 TAAR1, Fluo-8 calcium fluorescence, antagonist. inhibition, % at 3 µM. hit rate 1.5% among 360,000. AID 624466;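 active = inhibition above a per-plate cutoff, the mean inhibition of test compounds on that plate plus 3 SD, cut at about 49% in these data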;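 also: 0% = DMSO plus EC80 beta-PEA response and 100% = DMSO alone without agonist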
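Assay system: RD-HGA16 CHO cells with stable hTAAR1 and Gα16 / Reagent: EC80 β-phenethylamine stimulus / Doses: 3 µM, single point / Timing: dye loading 75 min at 37 °C, then 30 min room temperature / Measured by: Fluo-8 intracellular calcium dye fluorescence, real-time kinetic reads / Controls: vehicle wells and EC80 agonist wells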
CRFBP-R2 block – CRF-BP/CRF-R2 complex antagonism | HEK293 CRF-R2/CRF-BP, CRF-induced calcium fluorescence | inhibition, % at 11.8 µM | hit rate 0.59% among 350,000 | AID 588475;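 active = inhibition of the ligand-induced calcium signal above about 50% at the single tested concentration, limit read from the data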
TAAR1 ag – agonists of human TAAR1 | CHO RD-HGA16 TAAR1, Fluo-8 calcium fluorescence; vehicle wells 0%, saturating PEA agonist 100% | activation, % at 3 µM | Q96RJ0 | hit rate 0.99% among 360,000 | AID 624467;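 active = activation above the mean activation of all test compounds in the run plus 3 SD, cut at about 38% in these data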
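test system = CHO RD-HGA16 cells carrying human TAAR1 plus Gα16 | schedule = 17-24 h seeding, 75 min 37 °C dye, 30 min RT | compound dosing = 3 µM single concentration | control set = DMSO and PEA EC100 | replicates = n 1 | signal = Fluo-8 fluorescence, 5 s baseline then 140 s kinetic read | measure = percent activation vs PEA EC100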
CHRM5 antagonist – blocks acetylcholine activation of human M5 receptor | AID 624040 | hit rate 0.59% among 360,000 | inhibition, % at 3 µM | P08912 | CHO-hM5 cells, Fluo-8 calcium fluorescence, ACh EC80;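 active = inhibition above a per-plate cutoff, the mean of that plate's test compounds plus 3 SD, cut at about 27% in these data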;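 also: 0% = acetylcholine EC80 with DMSO and 100% = DMSO without agonist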
Active calls of the source: *; / = not tested or not shown.

SMILES	CHRM5 agonist	CHO-K1 Ca PAM	M5 PAM	M4 PAM	CRFBP-R2 agonist	TAAR1 antagonist	CRFBP-R2 block	TAAR1 ag	CHRM5 antagonist
O=C(Nc1ccsc1C(=O)N1CCCC1)c1ccccc1	-3	17	2	13	-11	-6	13	0	6
ON=C1c2ccccc2-c2ccc(O)cc21	-7	-3	3	7	-6.5	-5	14	5	-9
CC(C)C(NC(=O)c1ccccc1)C(=O)N/N=C\c1ccco1 (stereo not given)	-2	1	0	0	-0.7	-3	-19	0	1
COc1cc(OC)cc(C(=O)N2CCC(N3CCCCCC3)CC2)c1	-7	14	2	-5	-0.9	-3	-6	2	-2
COc1ccc(CNC(=O)c2sc(=O)n(Cc3ccccc3OC)c2C)cc1	14	16	-6	-9	/	13	/	30	3
CN(C)c1nc(N(C)C)nc(N2CC(=O)N(c3ccccc3)C2=N)n1	-1	11	-1	3	0.3	-5	-4	10	8
O=C(Nc1ccc(CN2CCCCC2)cc1)Nc1ccc(Br)cc1Cl	-10	0	1	-4	9.8	4	-35	5	6
CCOC(=O)c1cc(C)n(-c2ccc(OC)c(OC)c2)c1C	-7	11	-8	0	-0.3	10	16	7	5
C[C@@H](C(=O)OCn1nnc2ccccc2c1=O)N1C(=O)C2CCCCC2C1=O (stereo not given in full)	-7	3	0	-5	-0.1	22	4	0	11
COc1cc(/C=C2/C(=O)ON=C2C)ccc1OCc1ccccc1F	1	-13	2	8	27	51*	-47	30	-4
COc1ccc(CNc2oc(-c3cccc4ccccc34)nc2P(=O)(OC)OC)cc1	-3	22	0	7	0.1	12	11	11	12
c1ccc(Oc2cccc(OCCCCSc3ncccn3)c2)cc1	1	10	7	10	51*	32	-74	14	-12

Some values from the results shown:
CRFBP-R2 block with `C[C@@H](C(=O)OCn1nnc2ccccc2c1=O)N1C(=O)C2CCCCC2C1=O` (stereo not given in full) is entered as 4
CHO-K1 Ca PAM with `COc1ccc(CNC(=O)c2sc(=O)n(Cc3ccccc3OC)c2C)cc1` is entered as 16
CHO-K1 Ca PAM with `COc1cc(OC)cc(C(=O)N2CCC(N3CCCCCC3)CC2)c1` is entered as 14
TAAR1 ag with `ON=C1c2ccccc2-c2ccc(O)cc21` is entered as 5

Carrying on:
SMILES	CHRM5 agonist	CHO-K1 Ca PAM	M5 PAM	M4 PAM	CRFBP-R2 agonist	TAAR1 antagonist	CRFBP-R2 block	TAAR1 ag	CHRM5 antagonist
O=C(N/N=C/c1ccc(Cl)c(Cl)c1)c1ccc2nc[nH]c2c1	3	12	-7	-3	-0.8	63*	-13	15	5
CCOC(=O)Nc1sc2c(c1C#N)CCCC2	-3	12	0	0	-0.8	7	6	6	-1
CCCCn1c(N)c(N(Cc2ccccc2OC)C(=O)COc2ccc(F)cc2Cl)c(=O)[nH]c1=O	-1	5	-3	4	2.3	-12	7	1	-3
C=CCn1c(SCC(=O)Nc2ccc(N3CCOCC3)cc2)nnc1-c1ccco1	-1	-3	-2	-3	-0.1	15	8	7	6
CN(C)c1cccc(N(C)C)c1CNC(=O)C(C)(C)C	-1	12	-3	5	-1.5	-32	-1	-1	5
CCOC(=O)Cc1csc(SCc2nc3sc4c(c3c(=O)[nH]2)CCC4)n1	-1	-7	-13	-5	-2.6	8	9	0	7
CC1CC(C)CN(S(=O)(=O)c2ccc(NC(=O)CCNC(=O)c3ccc([N+](=O)[O-])cc3)cc2)C1 (stereo not given)	3	-8	1	1	-1.0	-8	-10	5	8
Cc1nc(N2CCOCC2)sc1C=O	1	-10	4	0	0.0	4	-1	5	-4
COc1cc([N+](=O)[O-])ccc1-c1ccc(/C=N\n2cnnc2)o1	-4	0	6	-1	3.4	1	0	-1	4
O=C(COC(=O)/C=C/c1cccc(F)c1)NNC(=O)c1ccccc1	0	8	-6	2	4.1	-16	-10	1	6
O=C1CCC(=O)N1c1ccccc1OS(=O)(=O)c1ccccc1	-1	14	-3	8	-0.8	-1	-1	2	4
CC(=O)N1N=C(c2ccc(NS(=O)(=O)c3ccccc3)cc2)CC1c1ccco1 (stereo not given)	4	-12	-13	-10	-0.4	14	-2	13	16
O=C(Nc1ccc(Cl)c(C(F)(F)F)c1)c1ccncc1	8	5	-27	-11	-0.7	-25	-17	21	19
CCN1C(=O)[C@@H]2[C@@H](c3ccc(-c4ccc(F)cc4)cc3)N3CCCC[C@@]3(C(=O)OC)[C@@H]2C1=O	3	6	5	6	0.7	-1	-1	-1	-11
Cc1ccccc1OCCC(=O)OCC(=O)N(C)c1c(N)n(Cc2ccccc2)c(=O)[nH]c1=O	-2	3	-4	6	2.3	-27	-3	1	9
COc1ccc(-n2c(Cc3cccn3C)nnc2SCC(=O)NCc2ccc(F)cc2)cc1	0	9	2	-3	-1.4	0	-7	0	-4
Cc1ccc(-c2cc(C(=O)Nc3ccc(S(=O)(=O)Nc4onc(C)c4C)cc3)c3ccccc3n2)cc1	-6	8	-1	5	0.1	-5	11	0	11
O=C(COC(=O)C(Cc1ccccc1)NC(=O)c1ccco1)NC1CC1 (stereo not given)	2	-1	0	-8	14	13	-8	0	5
Cc1nc2ccc(NC(=O)N3CCOCC3)cc2s1	-7	15	0	10	-0.7	-14	10	1	-7
COC(=O)c1cc(NC(=O)COC(=O)C2CCC2)cc(C(=O)OC)c1	5	-21	4	4	-0.3	-11	-6	1	2
O=C(Nc1nnc(SCc2c(Cl)cccc2Cl)s1)C1CCCO1 (stereo not given)	-1	9	-6	-1	0.5	20	-30	14	-5
O=C(c1ccccc1)N1N=C(C(F)(F)F)CC1(O)c1ccccc1 (stereo not given)	2	-12	9	-1	-2.3	-16	5	0	-6
Cc1cccc(NC(=O)C2CC(=O)OC23CCCC3)c1 (stereo not given)	-1	17	4	4	-2.1	-20	13	3	2
CNc1c([N+](=O)[O-])cnn1-c1cccc(Cl)n1	0	13	2	6	0.3	14	-15	2	0

An excerpt from above, reduced to CRFBP-R2 agonist, CRFBP-R2 block and M5 PAM.
Structure | CRFBP-R2 agonist | CRFBP-R2 block | M5 PAM
O=C(Nc1ccc(Cl)c(C(F)(F)F)c1)c1ccncc1 | -0.7 | -17 | -27
CNc1c([N+](=O)[O-])cnn1-c1cccc(Cl)n1 | 0.3 | -15 | 2

(further entries)
SMILES	CHRM5 agonist	CHO-K1 Ca PAM	M5 PAM	M4 PAM	CRFBP-R2 agonist	TAAR1 antagonist	CRFBP-R2 block	TAAR1 ag	CHRM5 antagonist
CCOc1ccc(NC(=O)CSc2nnc(Cc3ccccc3)c(=O)n2N)cc1	-7	17	3	2	0.5	-19	4	1	-5
CSCCC(NC(=O)COc1ccccc1)C(=O)N1CCN(c2ccccc2F)CC1 (stereo not given)	3	6	-12	-4	20	20	-78	9	-9
COc1cc(C2NC(=S)NC(c3ccccc3)=C2C(C)=O)cc(Br)c1OCC(N)=O (stereo not given)	0	14	12	8	-0.2	-10	1	5	-1
c1ccc(CCc2nn3c(Cn4nnc5ccccc54)nnc3s2)cc1	0	15	-2	-1	-0.6	1	1	5	3
COc1cccc(CNC(=O)CCNS(=O)(=O)c2cccc3nsnc23)c1	-1	22	-2	2	-1.8	-1	8	11	-2
CCC(=O)Nc1ccc(C(=O)NNC(=O)Cc2ccccc2)cc1	-2	17	6	0	0.8	-20	18	-2	-9
O=C(CNC(=O)c1ccc(F)cc1)N/N=C/c1cn[nH]c1-c1ccccc1	-1	1	1	11	-0.9	0	-3	2	-9
CCCN1CN=C(Nc2nc3ccccc3o2)NC1	-2	20	13	5	0.5	-36	-12	1	4
O=C(Nc1ccccc1N1CCN(c2ccccc2)CC1)C1CCCCC1	-2	17	-2	9	0.1	-7	-10	7	5
O=C(NCc1ccc(OC(F)(F)F)cc1)C12CN(Cc3ccccc3)CC1C(c1cccc([N+](=O)[O-])c1)=NO2 (stereo not given)	-1	13	-6	-7	3.0	-17	-10	6	17
O=C(NC(=S)Nc1ccc(CN2CCOCC2)cc1)c1ccc([N+](=O)[O-])cc1	-1	17	-13	-5	1.1	18	-4	6	7
O=C(Nc1ccc(S(=O)(=O)N2CCCCC2)cc1)C1CC(=O)N(c2ccc(F)cc2)C1 (stereo not given)	0	-11	-5	-8	-0.3	5	-9	11	12
CSc1nc2cc(C)nn2c(-c2ccc(C(C)(C)C)cc2)c1C#N	-3	-16	2	3	4.6	3	-7	4	-5
COc1ccc(C(=O)NCCn2ccc3ccccc32)c(OC)c1	3	41*	-6	-2	-1.6	-9	-1	4	2
O=C(O)CSc1cc(C(=O)c2cc(F)ccc2O)cn2c(=O)c3c(-c4ccccc4)csc3nc12	5	4	3	-11	1.6	-31	2	-2	-4
CC(=O)c1ccc(NC(=O)COC(=O)C2C3CC4OC(=O)C2C4C3)cc1 (stereo not given)	-3	18	-3	-2	0.2	0	-2	11	7
COc1ccc(C(=O)Nc2ccc3c(c2)OCCO3)cc1	-1	-9	-5	-3	-1.7	-9	-14	13	9
CCOc1ccc(C(=O)NCC(C)C)cc1	-1	24	7	7	-0.5	10	-19	6	-15
Cn1c(SCC(=O)c2ccccc2F)nnc1C1CC1	-2	20	18	0	2.3	2	-14	8	-15
COc1ccc(C(=O)Nc2cccc(/C(C)=N/NC(=O)c3ccc([N+](=O)[O-])c(C)c3)c2)cc1OC	1	9	-7	-3	0.6	60*	-22	21	3

Record cards, as listed above. Order of values: CHRM5 agonist | CHO-K1 Ca PAM | M5 PAM | M4 PAM | CRFBP-R2 agonist | TAAR1 antagonist | CRFBP-R2 block | TAAR1 ag | CHRM5 antagonist
COc1ccc(-n2c(Cc3cccn3C)nnc2SCC(=O)NCc2ccc(F)cc2)cc1 as listed: 0 | 9 | 2 | -3 | -1.4 | 0 | -7 | 0 | -4
COc1ccc(CNC(=O)c2sc(=O)n(Cc3ccccc3OC)c2C)cc1 as listed: 14 | 16 | -6 | -9 | / | 13 | / | 30 | 3
C[C@@H](C(=O)OCn1nnc2ccccc2c1=O)N1C(=O)C2CCCCC2C1=O (stereo not given in full) as listed: -7 | 3 | 0 | -5 | -0.1 | 22 | 4 | 0 | 11
CSc1nc2cc(C)nn2c(-c2ccc(C(C)(C)C)cc2)c1C#N as listed: -3 | -16 | 2 | 3 | 4.6 | 3 | -7 | 4 | -5
CNc1c([N+](=O)[O-])cnn1-c1cccc(Cl)n1 as listed: 0 | 13 | 2 | 6 | 0.3 | 14 | -15 | 2 | 0

Rows are unselected, and some 4.2% of all compounds hit somewhere here.
